From PubChem
NPY2 pot ag = potentiators or agonists of human neuropeptide Y receptor Y2. P49146. cells expressing NPY-Y2, potentiator/agonist read-out. activation, % at 3.6 µM. 0.45% of 220,000 active; in the data active = activation above about 27%;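 note: cells stimulated with NPY near EC25 plus isoproterenol at EC100; 0% = vehicle plus submaximal agonist and 100% = vehicle plus saturating agonist; some results beyond the cut were filed as inactive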
Target sequence (P49146 whole entry, looked up): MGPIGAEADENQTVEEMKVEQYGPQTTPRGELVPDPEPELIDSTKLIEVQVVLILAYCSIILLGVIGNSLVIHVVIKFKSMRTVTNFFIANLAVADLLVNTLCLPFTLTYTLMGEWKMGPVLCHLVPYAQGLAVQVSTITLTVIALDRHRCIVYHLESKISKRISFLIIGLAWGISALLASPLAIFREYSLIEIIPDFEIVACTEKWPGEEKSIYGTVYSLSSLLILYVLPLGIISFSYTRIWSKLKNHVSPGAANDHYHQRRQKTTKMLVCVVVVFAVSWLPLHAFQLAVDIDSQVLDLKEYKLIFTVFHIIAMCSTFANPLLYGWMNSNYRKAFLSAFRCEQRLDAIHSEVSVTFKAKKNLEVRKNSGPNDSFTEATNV
S1P4 agonist = human S1P4 receptor agonism. O95977. S1P4-expressing cell line, agonist reporter assay. activation, % at 4.98 µM. 0.35% of 220,000 active; in the data active = activation above about 11%;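 note: 0% = DMSO vehicle and 100% = reference agonist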
Target sequence (O95977 whole entry, looked up): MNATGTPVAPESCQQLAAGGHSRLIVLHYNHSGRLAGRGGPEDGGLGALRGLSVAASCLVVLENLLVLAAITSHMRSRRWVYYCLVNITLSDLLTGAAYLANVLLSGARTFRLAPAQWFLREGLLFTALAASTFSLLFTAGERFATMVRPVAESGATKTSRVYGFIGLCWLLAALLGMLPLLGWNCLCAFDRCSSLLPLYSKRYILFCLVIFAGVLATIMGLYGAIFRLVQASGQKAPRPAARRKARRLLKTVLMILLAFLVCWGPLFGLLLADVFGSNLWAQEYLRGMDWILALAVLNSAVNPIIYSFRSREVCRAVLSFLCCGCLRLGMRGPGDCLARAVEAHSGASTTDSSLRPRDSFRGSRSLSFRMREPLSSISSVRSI
EP2 modulator = modulators of human EP2 prostaglandin E2 receptor; EP2-expressing cells, cAMP HTRF FRET, PGE2 co-stimulation; induction, % at 25 µM; 0.83% of 260,000 active; AID 940;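 active = compounds whose cAMP rise, as percent of the full-agonist control response, exceeds 60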;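 note: rat C6 glioma line stably carrying human EP2 under a CMV promoter; the protocol text gives 20 µM as final concentration; 100% = response of wells given 1 µM PGE2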
p97 inhibitor = inhibitors of human p97 ATPase. recombinant p97 ATPase, Kinase-Glo ATP luminescence, 3 h. AID 1481. inhibition, % at 8 µM. P55072. 0.42% of 220,000 active; in the data active = inhibition above about 15%;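 note: 0% = DMSO vehicle and 100% = wells lacking enzyme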
NPY-Y1 PAM-ag = human NPY-Y1 potentiation or agonism, primary screen. P25929. NPY-Y1 expressing cells, potentiator/agonist activation. activation, % at 3.6 µM. 0.37% of 220,000 active. AID 1304; in the data active = activation above about 33%, passing the limit was not always enough;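 note: cells stimulated with NPY at EC10 then isoproterenol at EC100; 0% = low agonist plus stimulus and 100% = saturating agonist plus stimulus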
NPY-Y1 antag = antagonists of human neuropeptide Y receptor Y1; P25929; HEK293-CNG Y1 cells, membrane potential fluorescence; NPY at EC95, then isoproterenol; AID 1040; inhibition, % at 3.6 µM; 1% of 200,000 active;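 active = inhibition above the campaign mean inhibition of all tested compounds plus 3 SD, cut at about 20% in these data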;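 note: 0% = DMSO wells given NPY plus isoproterenol and 100% = isoproterenol alone without NPY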
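Material: HEK293 cells co-expressing NPY Y1 receptor and cyclic-nucleotide gated channel. Timing: compound incubation 1 h at room temperature, readout 45 min post-stimulation. Signal: fluorescence, membrane potential probe.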
eIF4E 4G PPI = eIF4E/eIF4G interaction inhibition in translation initiation; P63073+Q04637; TR-FRET eIF4E-eIF4GI(517-606) binding, 2 h; inhibition, % at 21.7 µM; 0.37% of 220,000 active; AID 782;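 active = inhibition above about 30%, limit read from the data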;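 note: 0% = full FRET control wells and 100% = background wells lacking eIF4GI fragment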
EP2 antag = inhibitors of human EP2 prostaglandin E2 receptor; P43116; C6 glioma cells expressing human EP2, cAMP TR-FRET; cells stimulated with saturating PGE2; inhibition, % at 25 µM; 0.52% of 260,000 active;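 active = percent inhibition above 40 after rounding to a whole number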;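 note: rat C6 glioma host cells with rolipram phosphodiesterase inhibitor present; the protocol text gives 20 µM as final concentration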
S1P4 antagonist = blocks the human S1P4 receptor | O95977 | S1P4-expressing cells, antagonist mode, reporter read-out | 0.26% of 220,000 active | inhibition, % at 4.98 µM; in the data active = inhibition above about 29%;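 note: 0% = wells stimulated with agonist and 100% = vehicle wells without agonist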
Active calls of the source: *; . = not tested or not shown; & = joins results of further samples; [ ] = another dose, or the depositor's remark.

SMILES	NPY2 pot ag	S1P4 agonist	EP2 modulator	p97 inhibitor	NPY-Y1 PAM-ag	NPY-Y1 antag	eIF4E 4G PPI	EP2 antag	S1P4 antagonist
CCc1ccc2[nH]c(=O)c(C3C(C#N)=C(N)Oc4c3ccc3cccnc43)cc2c1 (configuration not stated)	-17	-1.3	-47&-7	0	-6	0	-19[fluorescence artefact?]	12&1	1
Cc1onc(-c2ccccc2)c1C(=O)NC(=S)NNC(=O)c1ccco1	-3	0.0	-4	4	8	.	2	3	-15
C=C(C)CNC(=S)Nc1nc2c(cc1C(=O)OCC)CCCC2	-2	0.4	33	-3	3	3	5[fluorescence artefact?]	9	-30
CN(C(=O)Nc1cnc2ccccc2c1)c1ccccc1	-9	2.9	-66	4	18	-3	-2	4	7
S=C(Cc1ccc(Cl)cc1)N1CCOCC1	-9	6.0	-2	-4	0	5	0	0	-8
O=C(O)c1cc([N+](=O)[O-])ccc1N1CCCCC1	-13	-0.5	22	-3	-34	2	-2	6	-30
COc1ccc(NC(=O)Nc2ccc(C)cc2Br)c(OC)c1	-9	1.9	9	2	3	0	-8	7	0
CC(C)n1c(-c2ccc(C(C)(C)C)cc2)n[nH]c1=S	0	-0.2	37	-4	-42	2	8	8	-16
Cc1ccc(NC(=S)NN(C)c2nc(C)cnc2C)cc1	-15	-0.1	9	-1	0	-4	7	2	-10
OC1(c2ccc(OC(F)F)cc2)CSC(=Nc2cccnc2)N1Cc1ccco1 (configuration not stated)	35*	-1.0	-1	0	29	-4	1	13	-7
COc1cc(/C(C)=N/NC(=O)C(O)(c2ccccc2)c2ccccc2)ccc1O	-6	-0.4	15	3	0	1	-2	7	9
CCc1c(C)[nH]c(C(=O)OCc2ccccc2)c1C	-12	-1.0	47	0	-8	7	3	6	-4
Fc1ccccc1NC(=S)NNc1ncc(C(F)(F)F)cc1Cl	6	-2.8	-27	2	6	-7	-7	.	-3
Cc1ccc2c(c1)sc(=NC(=O)c1cccs1)n2C	-12	1.5	25	-10	-33	-1	1	7	-11
COc1ccc(-n2nnnc2S(=O)(=O)Cc2ccc(C(=O)O)cc2)cc1	-11	-3.8	14	6	-2	-1	-5[fluorescence artefact?]	6	-9
CCCC(=O)Nc1ccc(N2CCN(C(=O)c3cccs3)CC2)cc1	-13	2.0	25&-28	-4	-11	0	8	13&9	-9
Cc1ccc(NC(=O)c2ccc(Cn3cc(Br)cn3)o2)cc1	-7	4.0	-4	-3	-25	2	-6	7	-13
COc1ccc(Nc2oc(COc3ccc(OC)cc3)nc2C#N)cc1	5	-3.8	-86	3	9	-2	0[fluorescence artefact?]	6	-13
O=C(Cn1cnc2c(oc3ccccc32)c1=O)NCC1CCCO1 (configuration not stated)	1	0.7	-1	1	-14	1	0	5	-10
COc1ccc(NC(=O)/C=C/c2c(Cl)nc3ccccn23)cc1	-22	1.1	-21	1	12	-1	2	6	-4

Next section (4 carried over from the part before).
SMILES	NPY2 pot ag	S1P4 agonist	EP2 modulator	p97 inhibitor	NPY-Y1 PAM-ag	NPY-Y1 antag	eIF4E 4G PPI	EP2 antag	S1P4 antagonist
Cc1ccc(NC(=O)c2ccc(Cn3cc(Br)cn3)o2)cc1	-7	4.0	-4	-3	-25	2	-6	7	-13
COc1ccc(Nc2oc(COc3ccc(OC)cc3)nc2C#N)cc1	5	-3.8	-86	3	9	-2	0[fluorescence artefact?]	6	-13
O=C(Cn1cnc2c(oc3ccccc32)c1=O)NCC1CCCO1 (configuration not stated)	1	0.7	-1	1	-14	1	0	5	-10
COc1ccc(NC(=O)/C=C/c2c(Cl)nc3ccccn23)cc1	-22	1.1	-21	1	12	-1	2	6	-4
CCN(CC)S(=O)(=O)c1cccc(-c2nnc(SC(C)C(=O)NCCC3=CCCCC3)o2)c1 (configuration not stated)	-3	1.2	-5	-2	-11	11	-11	3	5
CCOC(=O)c1c(N)n[nH]c1-c1ccccc1	7	-0.6	12	3	-6	5	0[fluorescence artefact?]	19	-5
O=c1oc(-c2ccccc2)nc2ccsc12	0	-1.1	-2	-5	-20	7	3	13	15
N#CC1=C(N)SC(N)=C(C#N)C1CCC1CCCCC1	-11	0.7	6&-35	-8	4	2	-18	16&13	-17
O=C(Cn1nnc2ccccc2c1=O)Nc1ccc2c(c1)CCC2	-11	-2.1	10	-4	6	2	2	2	-7
Cc1cc(C)cc(N(CCC#N)C(=O)CSC2=Nc3ccccc3C3CC=NN23)c1 (configuration not stated)	-20	1.4	-14	0	-19	11	3	5	-11
Cc1cc(SCC(=O)NCCC2=CCCCC2)nc2ccccc12	-15	0.3	70*	-6	-9	16	-9	5	-6
COc1ccc(C/C(N)=N/OC(C)=O)cc1OC	6	0.7	14	10	-12	4	3	12	-17
C=CCNC(=S)N/N=C(\C)c1ccc(OC)cc1	5	-1.6	10	-4	-9	4	-12	5	-12
CCOc1ccc(C(=O)NC(=S)NCc2cccnc2)cc1	-8	5.8	-23	6	-13	2	3	8	-23
COC(=O)c1ccc(C2c3c(oc4ccccc4c3=O)C(=O)N2CCCN2CCOCC2)cc1 (configuration not stated)	-9	0.6	-12	9	1	-1	-3	.	-11
CC(C)/C=N\NC(=O)CCCCC(=O)N/N=C/C(C)C	8	0.9	4	-4	-5	4	2	8	-20
Cc1cc(NC(=O)CN2CCN(S(=O)(=O)c3ccc4ccccc4c3)CC2)no1	4	1.1	-17	-1	-3	1	-2	2	0
COc1ccccc1NS(=O)(=O)c1cc(NC(=O)c2cccs2)ccc1N1CCOCC1	4	0.8	-2	7	8	.	-6	5	-20
CCCN(C(=O)CSc1cc(-c2ccccc2)c2ccc(OC)cc2n1)C1CCS(=O)(=O)C1 (configuration not stated)	-21	-1.1	33	-4	-23	1	11	4	9
CC(=O)Nc1cc(N=Cc2ccc(O)cc2O)c(Cl)cc1Cl	6	-1.9	-4	9	19	-3	4	4	-1
COc1cc(/C=C2\C(=N)N3N=CSC3=NC2=O)cc(Br)c1OC(=O)c1ccco1	8	1.8	-70	5	-8	-1	6	5	4
Cc1cc(/C=C2/NC(=O)NC2=O)c(C)n1-c1ccc(C#N)cc1	6	0.7	7	4	24	0	-1	4	-3
COc1cccc(N2CCN(S(=O)(=O)c3cccc4cccnc34)CC2)c1	10	-0.5	-81	0	4	3	2	5	-2
Cc1ccc(NC(=O)CCC(=O)NNC(=O)C(c2ccccc2)c2ccccc2)c(C)c1	-1	-1.1	19	2	10	1	-1	4	-8
C=CCOc1ccc(/C(CC)=N/O)c(OC)c1	-8	0.6	32	8	3	4	1	9	-2
COc1ccc(CONc2ncnc3nonc23)cc1[N+](=O)[O-]	-3	-2.8	-39	2	1	-3	3	4	5
O=C(CN1CCCCC1)Nc1ccccc1-c1ccccc1	-4	-4.2	60&23	0	-8	7	-11	11&0	-4
Cc1ccc(CNc2nc3ccccc3s2)s1	3	-0.6	-14	2	-12	0	3	7	4
CS(=O)(=O)Nc1ccc(C(=O)NC2CC3CCC2C3)cc1 (configuration not stated)	-1	-3.1	5	4	8	-5	0	10	0
COc1cc(C(=O)Nc2nnc(SC)s2)c([N+](=O)[O-])cc1OC	-12	-1.3	-8	-3	-4	5	-3	7	-12
Cc1ccc(S(=O)(=O)N2CCOCC2)cc1C(=O)OCC(=O)NC1CCS(=O)(=O)C1 (configuration not stated)	12	0.5	0	3	9	-7	15	5	0
CCN(CC)S(=O)(=O)c1ccc(-c2nnc(SCC(=O)Nc3ccc(OC)cc3)o2)cc1	1	0.6	7	-7	7	10	-1[fluorescence artefact?]	4	3
COCC(C)NCc1cccc2ccccc12 (configuration not stated)	4	1.3	17	3	3	7	6	16	-14
COCCN(Cc1cc2ccc(C)c(C)c2nc1Cl)C(=O)N1CCOCC1	-1	-0.2	-14	-1	13	0	-1	7	-1
Cc1ccc(OCCCC(=O)N2CCOCC2)c(C)c1	-1	0.3	-3	0	8	2	-2	9	0
CCO[C@@H]1OC(C(=O)NCc2nc3ccccc3[nH]2)=C[C@H](C2CCCCC2)[C@H]1CCCO	-5	0.2	-42	0	-3	-2	4	7	-6
C/C(=N\OCC(=O)Nc1ccccc1C(C)(C)C)c1ccc2c(c1)OCCO2	-9	2.2	-5	1	-16	13	21[fluorescence artefact?]	7	-8
CN(C)S(=O)(=O)c1ccc(C(=O)N2CCN=C2SCc2cccnc2)cc1	0	1.3	1	4	-11	2	-9[fluorescence artefact?]	9	-3
CCOC(=O)C1(CCSC)NC(c2ccco2)C2C(=O)N(C)C(=O)C21 (configuration not stated)	14	0.0	21	3	5	-1	0	20	-14
NC1=NC(=Nc2ccc(Cl)cc2)c2ccccc21	5	0.8	20	3	8	2	0	10	-20
CCC(=O)N1CCc2cc(S(=O)(=O)CCC(=O)NCCc3ccccc3)ccc21	7	-1.6	8	3	-18	5	1	7	-5
Cc1ccc2nc(-c3ccccn3)cc(C(=O)NC(C)C(C)(C)C)c2c1 (configuration not stated)	-29	1.5	32	-3	-44	18	-6	11	11
O=c1/c(=C/c2ccc(O)c([N+](=O)[O-])c2)sc2nc3ccccc3n12	0	-1.7	-70	7	6	-3	4	13	-28
Cc1cc(/C=C(/C#N)c2nc3ccccc3[nH]2)c(C)n1-c1ccccc1C(=O)O	-7	0.3	-6	8	2	9	3	7	-3
COc1ccc(-n2nnnc2SCC(=O)NC(=O)Nc2ccc3c(c2)OCCO3)cc1	-19	3.8	-60	5	-30	10	-4	18	-13
Cc1ccc(S(=O)(=O)N(CC(=O)NCCSCc2ccco2)c2cc(C)ccc2C)cc1	-7	0.1	.	-8	-12	-1	.	14	-14
COC(=O)CSc1nc(NC(C)(C)C)nc(N(C)C)n1	-9	-0.8	7&23	-3	5	2	-1	9&1	1
O=C(COC(=O)Cc1ccc(S(=O)(=O)N2CCOCC2)s1)NCc1ccc(Cl)cc1	7	-1.3	0	3	0	-1	1	6	11
CC(C)CCNC(=O)CN(C(=O)CCC(=O)Nc1ccccn1)c1ccc2c(c1)OCO2	-6	1.5	-21	2	6	-4	-9	14	-25
COc1ccc(CC(=O)OCC(=O)Nc2ccc3c(c2)OCCO3)cc1OC	2	-1.7	5	2	5	-2	12	5	-11
CC1=CC(C)(C)N(C(=O)c2ccccc2)c2ccccc21	10	-1.0	72*	1	3	9	8[fluorescence artefact?]	4	4
CCCCn1c(=NC(=O)c2ccco2)c(C(=O)OCC)cc2c(=O)n3ccccc3nc21	8	5.0	-4	0	16	0	2	10	-22
COc1cc(/C=C2\N=C(c3ccccc3)NNC2=O)cc(OC)c1OC	-6	-0.5	-29	0	-10	.	-1	6	2
CCCc1cc(=O)n2[nH]c(-c3ccc(OC)cc3)nc2n1	12	-0.7	7	5	13	3	0	12	-9
Cc1ccc(CS(=O)(=O)Cc2ccc(C(=O)NCc3ccco3)o2)cc1	-4	1.5	11	4	2	5	0	12	-10
Cc1cc(=O)oc(C)c1C(=O)OC(C(=O)c1ccccc1)c1ccccc1 (configuration not stated)	-1	2.5	67*	-2	5	5	4	8	-17
CCN(CCn1cccn1)C(=O)CC1C(=O)NCCN1Cc1ccc(F)cc1 (configuration not stated)	-5	-3.7	4	-6	-10	5	-2	13	0
CC12CCC(C(=O)NCC3CCCO3)(OC1=O)C2(C)C (configuration not stated)	1	0.7	16	1	2	6	0	9	-31
O=C(CNC(=O)c1ccc(F)cc1)N/N=C/c1ccc(O)c([N+](=O)[O-])c1	-12	1.4	11	22*	-22	1	0	12	-5

A portion of the library (hit frequency here may not be typical).
